AmpC inh detg – blocks E. coli AmpC beta-lactamase in detergent assay. AID 485294. AmpC hydrolysis of nitrocefin, absorbance 480 nm, 0.01% Triton. P00811. Potency, µM (series often up to 114 µM), for inactives: at the top dose activity change, negative = inhibition, hits mostly inhibitors. 370,000 compounds, 0.041% hits;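 also: potency is read from the fitted curve at half-maximal effect; 0% = no-compound wells and -100% = no-enzyme wells; nearly all actives have a fitted effect of over 25% in size; some results filed as inactive show a strong effect at the top dose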
Target sequence (P00811 whole entry, looked up): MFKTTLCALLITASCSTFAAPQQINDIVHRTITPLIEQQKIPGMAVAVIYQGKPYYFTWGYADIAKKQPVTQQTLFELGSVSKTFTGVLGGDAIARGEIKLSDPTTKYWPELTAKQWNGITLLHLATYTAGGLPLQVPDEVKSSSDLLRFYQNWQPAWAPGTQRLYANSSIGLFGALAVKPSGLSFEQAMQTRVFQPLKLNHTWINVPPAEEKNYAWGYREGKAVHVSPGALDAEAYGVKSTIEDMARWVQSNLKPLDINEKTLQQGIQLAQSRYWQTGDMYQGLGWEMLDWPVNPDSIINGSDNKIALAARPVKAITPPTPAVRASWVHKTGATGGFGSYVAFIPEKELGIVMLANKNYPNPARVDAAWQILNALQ
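20 mM phosphate pH 7.0 + 0.01% (detergent screen) or 0.0001% Triton X-100; 5.3 nM AmpC reagent; cpd preinc 15 min RT; nitrocefin (800 uM stock) to start; A480 q20 s × 4 min; Activity was normalised to no-enzyme and no-compound control wells.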
AMA1-RON2 inh – disrupts binding of P. falciparum AMA1 to RON2; AlphaScreen AMA1-biotinylated RON2 peptide binding; 360,000 compounds, 0.2% hits; AID 720542; Potency, µM (series often up to 58.2 µM), without a hit: top-dose activity change, negative = inhibition, hits mostly inhibitors;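 also: potency is read from the fitted curve at half-maximal effect; 0% = vehicle wells and -100% = peptide control; nearly all actives have a fitted effect of over 45% in size; some results filed as inactive show a strong effect at the top dose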
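AMA1 (3D7) with his tag at 25 nM final met compounds first, then biotinylated RON2 peptide at 25 nM; detection used donor plus acceptor beads, 10 µg/mL apiece, read by AlphaScreen after 30 min at room temperature.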
LmPK inhibitor – LmPK (Leishmania mexicana) enzyme inhibition; Q27686; purified LmPK, Kinase-Glo ATP luminescence, 1 h; Potency, µM (doses to about 57.5 µM), without a hit: top-dose activity change, negative = inhibition, hits mostly inhibitors; 290,000 compounds, 0.37% hits; AID 1721; also: potency is read from the fitted curve at half-maximal effect
Target sequence (Q27686 whole entry, looked up): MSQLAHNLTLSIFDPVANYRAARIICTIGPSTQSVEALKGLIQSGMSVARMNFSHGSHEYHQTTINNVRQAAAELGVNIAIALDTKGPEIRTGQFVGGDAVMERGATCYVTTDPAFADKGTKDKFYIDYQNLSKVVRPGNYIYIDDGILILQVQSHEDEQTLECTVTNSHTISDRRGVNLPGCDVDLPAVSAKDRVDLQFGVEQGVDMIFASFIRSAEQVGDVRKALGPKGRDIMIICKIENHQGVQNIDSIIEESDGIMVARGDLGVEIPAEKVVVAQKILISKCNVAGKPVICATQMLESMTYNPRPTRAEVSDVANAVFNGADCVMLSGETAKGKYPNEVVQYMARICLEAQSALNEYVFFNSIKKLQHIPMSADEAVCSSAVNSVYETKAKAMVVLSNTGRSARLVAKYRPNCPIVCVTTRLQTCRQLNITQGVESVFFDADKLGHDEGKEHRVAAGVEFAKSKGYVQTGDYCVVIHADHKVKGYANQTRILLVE
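ATP generated from ADP (0.1 mM) and PEP (0.5 mM) by 0.1 nM LmPK over 1 h at room temperature (pH 7.2 imidazole buffer) was detected by coupled luciferase luminescence. Values were normalized to uninhibited and no-enzyme wells.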
AmpC no deterg – blocks E. coli AmpC beta-lactamase in detergent-free assay | P00811 | AmpC nitrocefin hydrolysis, absorbance 480 nm, 0.0001% Triton | Potency, µM (series often up to 57.1 µM), for the others: top-dose activity change, negative = inhibition, most hits filed as inhibitors | 330,000 compounds, 0.52% hits | AID 485341;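 also: potency is read from the fitted curve at half-maximal effect; plate controls were no compound for no effect and no enzyme for full effect; nearly all actives have a fitted effect of over 20% in size; some results filed as inactive show a strong effect at the top dose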
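AmpC (5.3 nM in the dispensed reagent) in 20 mM phosphate pH 7.0 with 0.01% (detergent screen) or 0.0001% Triton X-100 was preincubated with compounds for 15 min at room temperature. Nitrocefin was then added from an 800 uM solution, and hydrolysis was followed at 480 nm.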
Tb PYK inh – inhibitors of Trypanosoma brucei pyruvate kinase; TbPYK enzyme, Kinase-Glo Plus ATP luminescence, 45 min; Potency, µM (series often up to 76.8 µM), for the others: at the top dose activity, negative = inhibition, usual class: inhibitors; 410,000 compounds, 0.12% hits; also: potency is read from the fitted curve at half-maximal effect; nearly all actives have a fitted effect of over 50% in size
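In this concentration-response screen, enzyme-free wells defined baseline while DMSO plates tracked drift. Each reaction combined TbPYK, substrate, compound and 130 uM ADP for 45 min at room temperature. Kinase-Glo Plus luminescence gave the signal.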
HCMV antiviral – inhibitors of human cytomegalovirus | activity change, negative = inhibition, % at 57.5 µM | HFF cells, HCMV-luciferase reporter, 72 h; hits give low values | AID 1259415 | 410,000 compounds, 4.5% hits; in the data active = activity change below about -60%; inconclusive = no clear call, values can overlap the other calls; inactive = above about -39%
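Two compound doses tested in HFFs infected with HCMV-luciferase, MOI 1 PFU/cell, 72 h at 37C. Lysate luminescence read with OneGlo; data normalized against buffer-only and 10uM Salinomycin inhibitor controls.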
HCV inhibitor – blocks hepatitis C virus | Huh7.5.1 HCVcc-Cre infection, luciferase reporter, 44 h | Potency, µM (titrated, usually from 41.8 µM), for inactives: at the top dose activity change, negative = inhibition, most hits filed as inhibitors | 340,000 compounds, 3.4% hits | AID 651820; also: potency is read from the fitted curve at half-maximal effect
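Infectious HCV cell culture screen: compound-treated cells (1,000/well, pre-plated 4 h) are infected with HCVcc-Cre at roughly 0.5 moi and grown 44 h. Infection is quantified by luciferase signal after 15 min substrate incubation at room temperature.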
* = called active by the depositor; ? = inconclusive; nt = not tested or not shown; [ ] = remark or other dose. Unless noted, calls follow the shape of the dose curve; as a rule, active = well fitted curve in the direction sought with a large enough effect; inconclusive = small, poorly fitted or top-dose-only effect, or another doubt; inactive = no such curve, though single readings can be large; an effect the other way counts as inactive or inconclusive. Unless noted, % is scaled to controls: 0 for no effect and ±100 for the full control effect. This is a random part of the collection; 7.5% or so of the library scored in one or more.

Results follow in this order: AmpC inh detg, AMA1-RON2 inh, LmPK inhibitor, AmpC no deterg, Tb PYK inh, HCMV antiviral, HCV inhibitor
- O=c1[nH]c(NNC(=S)NCc2ccccc2)nc2c1C1(CCCCC1)Cc1ccccc1-2
    1%, 76%[activator], -1%, -38%, -4%, -62*, 12%
- CCn1c(SCc2nc(-c3cccs3)no2)nnc1-c1c[nH]c2ccccc12
    5%, 0%, 1%, ?, -4%, ?, ?
- Nc1ccc(-c2nc3ccccc3[nH]2)cc1
    ?, -4%, ?, -8%, -8%, 127, 3%
- CCCNC(=O)CN1C(=O)COc2ccc(S(=O)(=O)N3CCC(C)CC3)cc21
    2%, nt, nt, nt, -8%, 14, nt
- Brc1cccc(-c2nnc(SCc3nc4ccccc4[nH]3)o2)c1
    -10%, 13%, 4%, -24%, -8%, 2, -12%
- CC(NC(=O)COC(=O)C1CC1C)c1ccccc1 (stereo not drawn)
    nt, 11%, nt, -21%, 3%, -7, -12%
- Cc1nn(-c2ccccc2)c2sc(C(=O)OCn3nnc4ccccc4c3=O)cc12
    ?, 7%, 4%, -10%, 5%, 40, 2%
- CC(=O)Nc1ccc(N(C(=O)c2cnccn2)C(C(=O)NC2CCCCC2)c2ccc(F)cc2)cc1 (stereo not drawn)
    8%, -8%, -1%, 129%[activator], 5%, 4, 17%
- O=C(NCCc1cccs1)C1CCC(=O)N(CCc2cccc(F)c2)C1 (stereo not drawn)
    2%, -9%, 6%, 24%, 0%, -35, 1%
- CCOC(=O)CN(C)Cc1cn[nH]c1-c1ccc2cc(OC)ccc2c1
    7%, -7%, 1%, 39%, 2%, 39, 11%
- CC(=O)Nc1ccc(C(=O)N2CCCC(c3cc(C(=O)NCc4ccccc4)no3)C2)cc1 (stereo not drawn)
    nt, -26%, nt, nt, 5%, -36, nt
- Cc1cccc(N2CCN(C(=O)c3cnn(-c4ccccc4Cl)c3C3CCN(C(=O)OC(C)(C)C)CC3)CC2C)c1 (stereo not drawn)
    1%, nt, nt, nt, -1%, 0, nt
- CSc1ncccc1C(=O)OCC(=O)c1cc(C)n(C)c1C
    nt, -3%[11.6 µM], nt, 12%, -3%, 73, 16%
- C=CCNC(=S)NNC(=O)C(CC(C)C)CC(C)O (stereo not drawn)
    7%, 110%[activator], -8%, -14%, -6%, -4, 1%
- CCOC(=O)C1C(=O)C=C(c2ccc(OC)cc2)CC1c1ccco1 (stereo not drawn)
    -14%, -8%, 0%, -11%, 0%, -24, -16%
- Cc1ccc(/C=C2\SC(N)=NC2=O)s1
    -3%, -4%, 0%, -19%, -7%, 58, 4%
- COc1ccc(CC(=O)Oc2cc(C)ccc2C)cc1
    -8%, 31%[activator], 6%, 20%, 2%, -26, 14%
- CCCN(C(=O)COC(=O)Cn1c(=O)oc2ccccc21)c1c(N)n(Cc2ccccc2)c(=O)[nH]c1=O
    -13%, 0%, nt, -11%, 0%, -15, 7%
- C/C(=N\Nc1ccc(C(=O)O)cc1)c1ccc(Cl)s1
    0%, -7%, -4%, -50%, 2%, 249, 16%
- CCOC(=O)/C(=C\c1ccc(OC(F)F)cc1)C1=Nn2c(nnc2-c2ccc(Cl)cc2)SC1
    7%, -5%, 3%, 5%, ?, nt, ?
- CC1CCN(C(=O)CSc2nnc3ccccn23)CC1
    nt, -6%, nt, -10%, 6%, 5, -5%
- O=c1cc(NCCCO)c2ccccc2o1
    -2%, -17%, 5%, 5%, 7%, 30, 6%
- COc1ccc(S(=O)(=O)N2CCC(C(=O)NC3CCCC3)CC2)cc1OC
    2%, 14%, -8%, -15%, -8%, -10, nt
- Cc1cc(C)n(CCCNC(=O)c2cc(COc3ccc(C)c(C)c3)on2)n1
    6%, 10%, -1%, 104%[activator], -1%, -14, -14%
- Cc1ccc(-c2csc(NCCn3c(C(F)(F)F)nc4ccccc43)n2)cc1
    -9%, -10%, -5%, -16%, 1%, 1, ?
- O=C(N/N=C/c1ccc([N+](=O)[O-])cc1)c1cccs1
    ?, -7%, 2%, -39%, 0%, 26, -1%
- O=C(CSCc1ccc([N+](=O)[O-])cc1)Nc1cccc(C(=O)Nc2ccccc2C(=O)O)c1
    -10%, 12%, 1%, 1%, 10%, ?, 23%
- Cc1ccc(C(=O)C(NC(=O)c2ccco2)Nc2sc3c(c2C(N)=O)CCCC3)cc1 (stereo not drawn)
    -5%, nt, -3%, -19%, nt, nt, -3%
- O=C(NC1CCCCCC1)c1ccc[nH]c1=S
    -12%, 95%[activator], 0%, -16%, 7%, -2, 10%
- CC(=O)Nc1ccc(S(=O)(=O)NC2(C(F)(F)F)C(=O)Nc3c2c(=O)[nH]c(=O)n3Cc2cccnc2)cc1 (stereo not drawn)
    -6%, -13%, 6%, -16%, -13%, 17, 13%

Two compounds from above, reduced to AmpC inh detg and AmpC no deterg:
| mol | AmpC inh detg | AmpC no deterg |
| --- | --- | --- |
| CCOC(=O)/C(=C\c1ccc(OC(F)F)cc1)C1=Nn2c(nnc2-c2ccc(Cl)cc2)SC1 | 7% | 5% |
| O=c1cc(NCCCO)c2ccccc2o1 | -2% | 5% |

Given field by field: part of the list above
CC(=O)Nc1ccc(S(=O)(=O)NC2(C(F)(F)F)C(=O)Nc3c2c(=O)[nH]c(=O)n3Cc2cccnc2)cc1 (stereo not drawn)
  AmpC inh detg = -6%
  AMA1-RON2 inh = -13%
  LmPK inhibitor = 6%
  AmpC no deterg = -16%
  Tb PYK inh = -13%
  HCMV antiviral = 17
  HCV inhibitor = 13%

CC1CCN(C(=O)CSc2nnc3ccccn23)CC1
  AmpC inh detg = nt
  AMA1-RON2 inh = -6%
  LmPK inhibitor = nt
  AmpC no deterg = -10%
  Tb PYK inh = 6%
  HCMV antiviral = 5
  HCV inhibitor = -5%

CCOC(=O)/C(=C\c1ccc(OC(F)F)cc1)C1=Nn2c(nnc2-c2ccc(Cl)cc2)SC1
  AmpC inh detg = 7%
  AMA1-RON2 inh = -5%
  LmPK inhibitor = 3%
  AmpC no deterg = 5%
  Tb PYK inh = ?
  HCMV antiviral = nt
  HCV inhibitor = ?

COc1ccc(CC(=O)Oc2cc(C)ccc2C)cc1
  AmpC inh detg = -8%
  AMA1-RON2 inh = 31%[activator]
  LmPK inhibitor = 6%
  AmpC no deterg = 20%
  Tb PYK inh = 2%
  HCMV antiviral = -26
  HCV inhibitor = 14%

Next records follow.
Results follow in this order: AmpC inh detg, AMA1-RON2 inh, LmPK inhibitor, AmpC no deterg, Tb PYK inh, HCMV antiviral, HCV inhibitor
- Cc1ccc(Cn2nnc3c(=O)[nH]c(C4CCCN(S(=O)(=O)c5ccccc5F)C4)nc32)cc1 (stereo not drawn)
    -6%, 9%, 0%, -15%, 2%, 13, 5%
- CC(=O)Nc1nc2ccccc2n1CCOc1ccccc1Cl
    -7%, 24%, -3%, 105%[activator], -6%, 24, -25%
- Nc1cc(Cl)ccc1C(=O)OCC(=O)N1CCOCC1
    4%, 11%, 3%, -8%, 8%, -36, 4%
- CCCNC(=O)C1CN(S(=O)(=O)c2ccc(Cl)s2)c2ccccc2O1 (stereo not drawn)
    ?, 36%[activator], nt, -8%, -1%, -30, -3%
- O=C(NCc1ccccc1Cl)c1cccc(NC(=O)c2ccccc2)c1
    -13%, 12%, -4%, -29%, -6%, ?, ?
- COc1ccc(F)cc1S(=O)(=O)Nc1ccc2c(c1)OCO2
    -7%, -9%, 3%, -16%, 0%, 31, ?
- COc1cccc(NC(=O)N2CCN(c3cccc(C)c3)C(C)C2)c1 (stereo not drawn)
    6%, -12%, 4%, -6%, 4%, -30, ?
- COc1ccc(N2CCN(Cc3nc4c(c(=O)[nH]c(=O)n4C)n3Cc3cccc(Cl)c3)CC2)cc1
    7%, -3%, 8%, 61%[activator], -3%, -1, 8%
- CCOC(=O)C(C)n1nc(/C=C/c2ccccc2)ccc1=O (stereo not drawn)
    -3%, 13%, -3%, 33%, -6%, 100, -4%
- CCOc1ccc(C(=O)N[C@H](C(=O)NNC(=O)c2cccs2)C(C)C)cc1
    nt, 35%[activator], nt, -27%, 3%, 35, 5%
- CC(=O)N1CCN(c2ccc(NC(=O)c3ccco3)cc2)CC1
    ?, 14%, 4%, -7%, -12%, 112, 15%
- O=C1CCCc2c1ccc1ccccc21
    nt, 18%, nt, nt, 3%, 13, -26%
- CCOC(=O)C(CCCCCOc1ccc([N+](=O)[O-])cc1)C(=O)OCC
    -2%, 19%, -6%, -5%, -4%, -7, ?
- CCOC(=O)C=Nc1c(N)n(C)c(=O)n(C)c1=O
    7%, 35%[activator], -6%, 0%, 1%, 5, 8%
- COCCn1c(SCC(=O)Nc2cc(Cl)ccc2OC)nc2c([nH]c3ccccc32)c1=O
    7%, nt, nt, nt, 0%, 37, nt
- CC1CCCN(CC(=O)Nc2ccc(S(=O)(=O)N3CCCC3)cc2)C1 (stereo not drawn)
    -13%, 15%, -4%, -12%, -2%, 43, -22%
- Cc1ccccc1NC(=S)NC(=O)COc1ccccc1C
    -6%, 80%[activator], -8%, -39%, 5%, -11, 7%
- Cc1ccc(S(=O)(=O)N(C)c2c(C)ccc(S(=O)(=O)Nc3ccncc3)c2C)cc1
    -4%, 18%[11.6 µM], -2%, -15%, -4%, 69, 12%
- Fc1cccc(CSc2ncnc3c2oc2ccccc23)c1
    ?, 4%, -6%, -18%, -4%, 7, -8%
